# High-throughput results as filed in PubChem BioAssay.
# LYP phosphatase – PTPN22 lymphoid phosphatase activity blockers – biochemical, fluorescence intensity, uHTS (AID 1779) | recombinant LYP phosphatase, fluorescence intensity; higher % means a stronger effect | one-dose inhibition, % at 11.5 µM; IC50 in µM for titrated hits | hit rate 0.054% among 290,000;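 also: plate controls were vehicle with enzyme for no effect and no enzyme for full effect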
# HIV peptide binding – inhibitors of HIV fusion peptide binding, primary screen, biochemical, uHTS, fluorescence dequenching (AID 1986); cell-free peptide binding, fluorescence dequenching, 30 min; higher % means a stronger effect; inhibition, % at 20 µM; hits with a dose series show IC50 in µM; hit rate 0.3% among 290,000; in the data active = inhibition mostly above about 52%, no sharp cut-off; inactive = mostly below about 76%; also: some results filed as inactive read as strong as hits
# KOR beta-arrestin-1 – kappa opioid receptor activators – cell-based, luminescence, uHTS, primary screen (AID 1777) | hit rate 0.02% among 280,000 | KOR beta-arrestin recruitment, luminescence; higher % means a stronger effect | one-dose activation, % at 10 µM; EC50 in µM for titrated hits; in the data active = activation above about 50%, passing the limit was not always enough; also: a part of the inactive calls stands beside numbers as strong as those of hits
# Myeloid diff MLP – myeloid differentiation induction; calls only at 10 µM; AID 624256; ER-HoxA9 myeloid progenitors, lysozyme-GFP differentiation, flow cytometry; hit rate 1% among 360,000;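 active = normalized GFP-positive differentiation at or above the plate's own cutoff, the solvent-only control mean plus 3 SD; inconclusive = no clear call, values can overlap the other calls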;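 also: cells exposed to compound for four days before flow analysis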
# NOD1 inhibition – inhibition of NOD1-driven NF-kB reporter – cell-based, luminescence, uHTS, primary screen (AID 1578) | hit rate 1% among 290,000 | NOD1-driven NF-kB luciferase reporter cells, luminescence; higher % means a stronger effect | inhibition, % at 4 µM, or EC50 in µM where a hit was titrated; in the data active = inhibition mostly above about 36%, no sharp cut-off; inactive = mostly below about 34%;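 also: HEK-293T reporter cells stimulated with the NOD1 agonist gamma-tri-DAP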
# Salmonella PhoP GFP – inhibitors of PhoP regulon expression, primary screen, Salmonella Typhimurium, GFP reporter (AID 1863) | S. Typhimurium PhoP-regulated promoter GFP reporter, 4 h; higher % means a stronger effect | inhibition, % at 50 µM, or IC50 in µM where a hit was titrated | hit rate 0.16% among 300,000;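 active = inhibition over 29.93%, a cutoff 3 SD above the screen mean, later confirmed by dose response; inconclusive = inhibition over 29.93% but no dose response follow-up; inactive = inhibition at most 29.93% or unconfirmed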;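 also: 0% = low Mg2+ inducing control and 100% = high Mg2+ repressing control; strong numbers were not always called active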
# Siah-1 displacement – blockers of Siah-1 interaction with plectin peptide – biochemical, fluorescence polarization, rhodamine-plectin, uHTS, primary screen (AID 1817); Siah-1 / rhodamine-plectin peptide fluorescence polarization; higher % means a stronger effect; one-dose displacement, % at 20 µM; IC50 in µM for titrated hits; hit rate 0.02% among 290,000;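 active = displacement of at least 50% at 20 µM, with a fluorescence ratio check between 0.3 and a set limit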;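 also: plate controls were Siah plus tracer with DMSO for no effect and tracer alone without Siah for full effect; strong numbers were not always called active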
# HEK293 NOD2/NF-kB – inhibition of NOD2-driven NF-kB reporter – cell-based, luminescence, uHTS, HEK293 (AID 1566); HEK293 NOD2/NF-kB luciferase reporter, luminescence; higher % means a stronger effect; inhibition, % at 4 µM, or EC50 in µM where a hit was titrated; hit rate 0.63% among 290,000; also: many of its hits are not listed in these tables
# KOR beta-arrestin-2 – KOR antagonists, beta-arrestin recruitment, cell-based, luminescence, uHTS (AID 1778). KOR beta-arrestin recruitment, luminescence, antagonist mode; higher % means a stronger effect. one-dose inhibition, % at 10 µM; IC50 in µM for titrated hits. hit rate 0.091% among 290,000; also: strong numbers were not always called active
# Myeloid diff MLP GFP+ MAC1+ % – also measured in Myeloid diff MLP; calls as there; GFP+ MAC1+ double positive, %; measured here: differentiation confirmed by MAC1 staining
# * marks the source's active call; other numbers are inactive results; i = inactive; ? = inconclusive; . = no result given; + = active, no number; & = joins results of further samples; [ ] = another dose, or the depositor's remark. Rule as the data show it, unless noted: active = inhibition above about 50%; inactive = the rest. The list is partial; count on the stated rates, not on these rows.
SMILES,LYP phosphatase,HIV peptide binding,KOR beta-arrestin-1,Myeloid diff MLP,Myeloid diff MLP GFP+ MAC1+ %,NOD1 inhibition,Salmonella PhoP GFP,Siah-1 displacement,HEK293 NOD2/NF-kB,KOR beta-arrestin-2
CCSc1nnc(-c2ccc(S(=O)(=O)NCc3cccs3)cc2)o1,8%,2.9%,-4.4%,i,0.7,6%,2%,1%,3%,-12%
O=C(O)CC(SCC(=O)Nc1ccc(Br)cc1)C(=O)O (stereo not drawn),-5%,-0.2%,-1.8%,i,0.0,-9%,0%,-2%,5%,-17%
COc1ccc(OCC(=O)Nc2c(C(=O)N(CCN(C)C)Cc3ccco3)oc3ccccc23)cc1,1%,-0.5%,6.3%,i,1.7,-16%,-4%,-3%,-6%,-21%
O=C(c1cccc(Cl)c1)N1CCC(=O)N(C(COCc2cccc(Cl)c2)Cc2ccccc2)CC1 (stereo not drawn),4%,2.1%,-0.2%,i,1.2,-28%,0%,20%,4%,-3%
Cc1ccc(SC[C@H](C)CN2CC[C@H](C(C)(C)C)CCC2=O)cc1,-3%,0.8%,-2.7%,i,0.7,47%,2%,-8%,3%,-28%[20 µM]
CCOCCCNC(=O)c1ccccc1SCC,-10%,-1.6%,-3.6%,i,0.8,-4%,-2%,-2%,22%,8%
COc1cc(C(=O)Oc2ccccc2/C=N/NC(=O)c2ccc(C)cc2)cc(OC)c1OC,-9%,-2.8%,6.2%,.,.,19%,6%,-4%,-125%,11%
CCOC(=O)c1cn[nH]c1NC(=S)Nc1ccccc1,-2%,0.4%,-0.6%,i,0.4,-5%,-3%,-5%,-175%,-8%
COc1cc(NC(=O)CCc2c(C)nn(-c3ccc(N4CCOCC4)nn3)c2C)cc(OC)c1OC,-3%,-0.8%,-1.6%,i,6.2,-27%,-10%,2%,8%,-36%
N#Cc1c(NC(=O)C2CCCO2)sc2c1CCCCC2 (stereo not drawn),-7%,-1.0%,1.9%,i,0.2,-47%,-1%,-3%,-53%,2%
O=C1c2oc3ccc(F)cc3c(=O)c2C(c2cccc(O)c2)N1CCCN1CCOCC1 (stereo not drawn),-2%,-0.3%,2.6%,i,2.4,-22%,1%,-4%,6%,-13%
CC(=O)c1cccc(NC(=O)/C(=C\c2cccnc2)NC(=O)c2ccccc2)c1,-8%,-0.1%,-3.2%,i,0.4,-6%,0%,8%,-4%,-3%
COc1ccc(-c2nnc(-c3ccccc3)o2)cc1OC,-7%,0.8%,-2.7%,i,0.5,-79%,-5%,1%,-80%,-34%[20 µM]
COc1ccc(Nc2nc3ccccc3nc2NS(=O)(=O)c2cccs2)cc1,3%,46%,2.9%,i,0.6,39%,-18%,2%,38%,-65%
COc1ccc(Cc2n[nH]c(=S)n2-c2ccc3c(c2)OCCO3)cc1,-8%,-0.9%,-0.3%,i,0.3,-15%,-3%,-1%,5%,3%
CCN(c1ccccc1)S(=O)(=O)c1ccc(C(=O)Oc2ccc(C(C)=O)cc2)cc1,8%,1.7%,0.8%,i,0.6,-16%,0%,-2%,6%,10%
CC12CN(C(=O)c3ccc(Cl)cc3)C3(C#N)CC1CCC23C (stereo not drawn),-13%,0.1%,-4.7%,i,0.7,26%,-1%,1%,18%,-1%
CCOC(=O)c1cnn(-c2nc(C)nc3sc4c(c23)CCC4)c1N,-5%,0.4%,5.2%,.,.,-33%,.,2%,9%,-10%
COc1ccc(CCNC(=O)COC(=O)Cc2cccc3ccccc23)cc1,-8%,-1.5%,9.5%,i,0.4,21%,0%,1%,4%,8%
CC(=O)NCc1ccc(S(=O)(=O)N2CCN(c3ccccn3)CC2)cc1,-11%,-0.5%,-1.7%,i,0.2,-18%,12%,2%,12%,-1%
CCc1ccc(/C(C)=N\Nc2ccc([N+](=O)[O-])cc2)cc1,-1%,2.8%,2.1%,+,0.6*,5%,14%,0%,-36%,19%
COc1ccc(C(=O)NC(=S)Nc2ccc3c(c2)Cc2ccccc2-3)cc1,5%,-1.8%,-2.1%,i,0.7,-49%,2%,-2%,-1%,4%
Cc1cccc(Cn2c(C)c(C)c3cc(C(=O)NCCN4CCOCC4)ccc32)c1,-10%,-1.8%,2.4%,?,.,-32%,-6%,-2%,22%,-13%
CCCOc1cc(CN2CCCCC2)cc(C(C)=O)c1,3%,1.0%,-3.1%,i,0.4,-6%,3%,-1%,12%,18%
Cc1nn(-c2ccccc2)c(Oc2ccccc2)c1C=O,-6%,4.1%,1.3%,i,0.2,-30%,-4%,2%,6%,3%
COc1ccc(C2=NCCc3cc(OC)c(OC)cc32)cc1,-7%,0.4%,3.5%,i,0.7,-13%,10%,1%,11%,21%
CCOC(=O)N1CCN(C(=O)CSc2ccc(-c3cccnc3)nn2)CC1,-7%,3.2%,6.2%,.,.,-22%,4%,8%,8%,-34%
CC1(C)CC(NC(=O)COc2ccc([N+](=O)[O-])cc2)CC(C)(C)N1,-1%,0.9%,-5.1%,i,0.1,-21%,-6%,6%,2%,10%
O=C(CN1CCC(NC(=O)Cc2ccccc2)CC1)Nc1cccc2ccccc12,-6%,-0.2%,0.7%,i,12,-18%,-2%,0%,4%,-4%
CCN1CCN(Cc2ccc(NC(=O)c3cc(NC(=O)c4cc(C)on4)cc(OC)c3)cc2C(F)(F)F)CC1,-9%,-0.2%,4.3%,i,0.9&0.8,-25%,-7%,-3%,20%,-14%[20 µM]
CCc1ccc(NC(=S)Nn2cnnc2)cc1,-6%,-0.2%,-2.4%,i,0.8,-41%,-10%,-1%,7%,12%
CCCCCOC(=O)c1ccc(NC(=O)c2cccc(NC(=O)c3ccccc3C(=O)O)c2)cc1,-7%,34%,-2.8%,i,0.6,-34%,4%,-3%,-2%,-9%
Cc1cccc(-c2noc(CNC(=O)c3ccoc3C)n2)c1,-4%,14%,3.0%,+,1.1*,-7%,-7%,-2%,18%,14%
COc1ccc2oc(-c3ccccc3)c(C(=O)N3CCOCC3)c2c1,-1%,-0.5%,7.2%,i,0.2,-6%,0%,4%,2%,-8%
COc1ccc(C)cc1S(=O)(=O)N1CCC(C(=O)N2CCOCC2)CC1,-2%,2.9%,1.4%,i,0.8,-15%,6%,-3%,-10%,6%
Cc1onc(-c2ccccc2Cl)c1C(=O)Nc1nnc(C(C)C)s1,-2%,1.8%,-5.1%,i,1.0,-26%,2%,2%,10%,1%
Cc1c(-c2ccccc2)nc(N)c(C#N)c1-c1cccs1,-3%,0.3%,1.2%,i,0.4,6%,4%,2%,19%,-2%
CCCCN(CCCC)C(=S)N/N=C/c1c(C)[nH]n(-c2ccccc2)c1=O,-6%,15%,0.2%,i,1.5,11%,1%,-1%,8%,0%
C/C(=N/N=C(/N)SCc1ccccc1)C(C)(C)C,-10%,0.7%,-9.2%,i,0.7,-17%,-8%,4%,-19%,-20%[20 µM]
C=CCn1c(CCNC(=O)c2cccs2)nnc1SCC(=O)Nc1cccc(F)c1,-11%,-0.9%,-4.7%,i,1.0,-12%,4%,-6%,11%,-1%
NC(=O)C1CCCN(Cc2ccc(Cl)cc2)C1 (stereo not drawn),-11%,1.0%,-1.6%,i,5.1,19%,9%,2%,28%,0%
CCC(C)n1[nH]c(=O)c2c(C)cc(C)nc21 (stereo not drawn),-6%,-2.1%,-5.6%,i,0.4,-14%,1%,-6%,1%,14%
CC(C)(C)c1ccc(C(=O)NCC(=O)N2CCCCCC2)cc1,-7%,2.0%,-6.1%,i,0.5,-16%,-1%,3%,18%,-15%
Cc1ccc(NC(=O)[C@H](C)NC(=O)C2CCN(C(=O)[C@H](CC(C)C)NC(=O)OC(C)(C)C)CC2)cc1,-6%,-0.1%,-1.8%,i,0.2,10%,5%,-2%,23%,31%
CCOc1ccc(NC(=S)N(CCCN2CCCC2)Cc2cccn2Cc2ccc(Cl)cc2)cc1,-9%,0.1%,-0.7%,i,0.6,-19%,1%,11%,2%,-11%
C/C(Cc1ccccc1)=N\NC(=O)CNC(=O)/C=C\c1ccccc1,-4%,-1.0%,-1.2%,i,1.0,-11%,9%,-4%,-24%,9%
CCc1ccccc1NC(=O)N1CCc2ccccc2C1,-12%,-1.0%,-2.1%,i,0.0,-25%,0%,8%,-16%,18%
Cc1ccc(C)c(Cn2c(CO)nc3ccccc32)c1,2%,0.1%,-3.9%,i,0.9,-6%,12%,4%,-46%,-13%

# 3 entries already listed, sorted by the number in HEK293 NOD2/NF-kB, ascending:
SMILES,HEK293 NOD2/NF-kB
COc1cc(NC(=O)CCc2c(C)nn(-c3ccc(N4CCOCC4)nn3)c2C)cc(OC)c1OC,8%
Cc1onc(-c2ccccc2Cl)c1C(=O)Nc1nnc(C(C)C)s1,10%
CC12CN(C(=O)c3ccc(Cl)cc3)C3(C#N)CC1CCC23C (stereo not drawn),18%

# The list continues.
SMILES,LYP phosphatase,HIV peptide binding,KOR beta-arrestin-1,Myeloid diff MLP,Myeloid diff MLP GFP+ MAC1+ %,NOD1 inhibition,Salmonella PhoP GFP,Siah-1 displacement,HEK293 NOD2/NF-kB,KOR beta-arrestin-2
COc1ccc(CNC(C)CCc2ccccc2)cc1 (stereo not drawn),-9%,-0.8%,0.9%,.,.,-5%,10%,-5%,5%,-3%
CC1CN(Cc2ccccc2)C(C)CC1O (stereo not drawn),-3%,2.8%,1.9%,i,0.3,-45%,1%,-1%,18%,-14%
COc1ccc(/C=C(/NC(=O)c2cccs2)C(=O)Nc2ccc(C)cc2)cc1OC,-1%,38%,2.3%,i,0.3,-30%,19%,24%,2%,8%
CC(=O)Nc1c([N+](=O)[O-])cc(C)c(Cl)c1[N+](=O)[O-],-6%,0.4%,-3.8%,i,1.1,-29%,7%,5%,0%,3%
Cc1csc(Sc2ccc(S(=O)(=O)N3CCCC3)cn2)n1,0%,1.1%,1.6%,i,0.2,-28%,-1%,-1%,12%,-10%
Cc1ccc(N(CC(=O)N/N=C/c2ccc(OC3CSC3)cc2)S(=O)(=O)c2ccccc2)c(C)c1,5%,-1.2%,0.4%,i,1.2,-11%,-5%,6%,-12%,24%
COc1ccc(NC(=S)NNC(=O)CCn2cc([N+](=O)[O-])cn2)cc1,-7%,-2.8%,-7.0%,i,0.1,-29%,-7%,3%,-9%,34%[20 µM]
Cc1nnc(SCCCN2C(=O)c3ccccc3C2=O)o1,-1%,1.4%,-0.7%,i,0.8,-8%,-2%,1%,-3%,8%
COc1ccc(-c2nc(CSCC(=O)NCc3ccc4c(c3)OCO4)c(C)o2)cc1,-6%,4.7%,2.1%,i,1.3,-4%,6%,4%,-24%,-3%
O=C(NC(=O)c1ccccc1)Nc1ccc(-c2cnco2)cc1,-10%,0.3%,2.7%,i,0.2,-7%,-11%,15%,-39%,2%
